Assay outcomes (PubChem BioAssay)
LMP1 NFkB inh – Epstein-Barr LMP1 NF-kappaB reporter inhibition; LMP1-induced NF-kappaB luciferase reporter cells, luminescence; inhibition, % at 12.5 µM; 0.69% of 350,000 active; AID 504558; in the data active means inhibition above about 41%;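 further: 0% = neutral control wells and 100% = reference inhibitor control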
ABHD5 PLIN5 PPI – blocks binding of human ABHD5 to perilipin-5. Split G. princeps luciferase complementation, luminescence, 4 h. inhibition, % at 4 µM. 0.78% of 360,000 active. AID 602281;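 active means inhibition above the mean inhibition across every tested compound plus 3 SD, cut at about 22% in these data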;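 further: 0% = DMSO only wells and the 100% control is not disclosed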
NCOA1 inh – human NCOA1 inhibition | AID 588354 | HEK293 GAL4-SRC1 luciferase reporter, luminescence | Q15788 | inhibition, % at 3.6 µM | 0.12% of 360,000 active;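 active means inhibition above the campaign mean plus 3 SD, with each screening campaign given its own cutoff, cut at about 60% in these data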;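 further: 0% = DMSO treated cells and 100% = gossypol at 36 µM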
COUP-TFII inh – inhibitors of human COUP-TFII (NR2F2). P24468. HEK293T NGFI-A luciferase reporter, luminescence. inhibition, % at 8.6 µM. 0.7% of 370,000 active. AID 686940;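 active means inhibition above a per-plate cutoff, mean inhibition of test wells between control levels plus 3 SD, cut at about 38% in these data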;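 further: cells cotransfected with COUP-TFII expression vector driving the NGFI-A reporter; 0% = median of COUP-TF2 test wells and 100% = reporter-only cells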
LRH-1 inv ag – inverse agonists of human LRH-1 (NR5A2); O00482; HEK293T StAR-luciferase reporter, LRH-1 transfected, 24 h; inhibition, % at 3.6 µM; 0.13% of 360,000 active; AID 602396;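 active means inhibition above the mean inhibition of all tested compounds plus 3 SD, cut at about 73% in these data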;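 further: 0% = DMSO wells and 100% = reporter-only cells lacking LRH-1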
MC4R ag barr – agonists of human melanocortin 4 receptor (MC4R) beta-arrestin; P32245; U2OS MC4R beta-arrestin complementation, luminescence; percent of melanotan II response, DMSO zero; activation, % at 8.9 µM; 0.98% of 360,000 active; AID 540308;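 active means activation above a per-plate cutoff, the mean activation of sample wells on that plate plus 3 SD, cut at about 8% in these data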
NOD2 RIPK2 PPI – blocks binding of human NOD2 to RIPK2; O43353; CHO BLA complementation NOD2-RIPK2, CCF4 ratio; inhibition, % at 4.98 µM; 0.38% of 360,000 active; in the data active means inhibition above about 21%;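 further: 0% = vehicle only and 100% = reference blocker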
TLR9-MyD88 block – inhibitors of human TLR9-MyD88 binding | Q9NR96+Q99836 | inhibition, % at 4.98 µM | CHO BLA complementation TLR9-MyD88, CCF4 FRET ratio | 0.21% of 340,000 active;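 active means inhibition above the mean over all tested compounds plus 3 SD, cut at about 21% in these data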;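 further: 0% = DMSO only wells and 100% = clavulanate BLA inhibitor control wells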
NCOA2 inhibitor – human SRC2 (NCOA2) inhibition | inhibition, % at 9 µM | 0.17% of 370,000 active | HEK293 GAL4-SRC2 luciferase reporter, luminescence | AID 651957 | Q15596;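 active means inhibition above the mean inhibition of all tested compounds plus 3 SD, set per campaign, cut at about 52% in these data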;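 further: 0% = DMSO treated cells and 100% = cells given Gossypol at 36 µM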
MC4R antag cAMP – antagonists of human melanocortin 4 receptor (MC4R); P32245; MC4R-expressing cells, MTII-stimulated cAMP, LANCE TR-FRET; inhibition, % at 6.5 µM; 0.48% of 360,000 active; AID 540295;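 active means inhibition above its plate's cutoff, the mean of tested wells on that plate plus 3 SD, cut at about 29% in these data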;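 further: 0% = Melanotan II alone and 100% = Melanotan II plus saturating MCL0020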
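Material: human MC4R-expressing U2OS cells. Probe or stimulus: Melanotan II challenge. Dosing: 6.5 µM single dose. Times: 30-min compound, 1-h challenge, 1-h detection, room temperature. Technique: TR-FRET with Eu-cAMP and labeled anti-cAMP, 671 nm. Replication: singlicate.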
SRC3 inh – inhibitors of human steroid receptor coactivator 3 (SRC3); 0.17% of 360,000 active; AID 588352; HEK293 GAL4-SRC3 luciferase reporter, luminescence; Q9Y6Q9; inhibition, % at 3.6 µM;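 active means inhibition above a per-campaign cutoff, the mean of all compounds plus 3 SD, cut at about 60% in these data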;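 further: 0% = DMSO-treated cells and 100% = gossypol-treated cells at 36 µM; higher means less SRC3-driven luciferase light from the GAL4 reporter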
The depositor's hits bear a star; / = no result given; & = joins results of further samples. Some of the compounds tested, so the mix of outcomes need not match the whole.

NCOA2 inhibitor	NCOA1 inh	LRH-1 inv ag	MC4R antag cAMP	COUP-TFII inh	MC4R ag barr	TLR9-MyD88 block	NOD2 RIPK2 PPI	LMP1 NFkB inh	ABHD5 PLIN5 PPI	SRC3 inh	molecule
-10	-1	-8	0	-12	-1.2	-10	-3	-58	5	-1	COCCC1CCCCN1C(=O)c1cccc(OC2CCN(C3CCCC3)CC2)c1 (stereo unspecified)
-38	15	-23	19	-25	-1.6	-7	-5	6	-1	7	COc1cc(OC)cc(C(=O)/C=C2\Sc3ccccc3N2C)c1
-7	-24	18	2	-16	-3.8	1	3	-5	1	14	CCOc1ccc(CN(C)C(=O)c2cccc(S(=O)(=O)N3CCCC3)c2)cc1OC
-9	-6	0	11	6	-1.8	2	-14	6	-2	-3	COC(=O)COc1ccc(/C=C2/SC(=O)N(CC(=O)N3CCCC3)C2=O)cc1Br
-13	2	-1	7	-6	0.2	-3	5	-6	6	2	COc1ccc(NC(=O)COC(=O)CCC(=O)c2cccs2)cc1OC
-3	-4	12	4	-8	-1.3	8	-22	2	-3	-1	Cc1ccc(N(C(=O)CNC(=O)c2ccco2)C(C(=O)NC2CCCC2)c2cccnc2)c(C)c1 (stereo unspecified)
12	-19	1	-3	1	-2.4	7	2	-1	10	2	O=C(NNC(=O)c1ccccc1F)C1=NN(c2ccccc2)C(=O)CC1
-7	-11	30	5	15	-1.6	2	-11	-2	0	-1	C[C@H](CO)N1C[C@H](C)[C@@H](CN(C)C(=O)Nc2ccc3c(c2)OCO3)Oc2c(NC(=O)Nc3ccccc3)cccc2C1=O
-16	6	32	18	-12	5.4	/	0	-4	-3	-23	CCOC(=O)C1CCCc2c1[nH]c1ccc(Cl)cc21 (stereo unspecified)
-5	2	4	2	4	-0.6	6	1	9	-11	22	CC1CCN(S(=O)(=O)c2ccc(C(=O)Nc3nnc(-c4ccncc4)o3)cc2)CC1
-13	-6	-17	8	20	-1.7	-7	-7	-4	1	-6	CCOC(=O)c1ccc(N2C(=O)CC(N3CCN(C(=O)c4ccccc4)CC3)C2=O)cc1 (stereo unspecified)
-1	-34	-24	3	7	0.2	-10	3	4	1	10	Cc1cccc(-c2nc(CS(=O)CC(=O)NCc3cccs3)c(C)o2)c1 (stereo unspecified)
5	-9	1	5	-1	-2.1	-5	1	3	1	-1	Cn1c(=O)c2c(ncn2CC(=O)OCC(=O)Nc2sccc2C(N)=O)n(C)c1=O
3	-5	0	5	2	1.8	6	1	3	-3	5	CCOC(=O)c1sc(-c2ccc(Cl)cc2)nc1O
-15	-12	-13	2	-7	-0.6	-1	-13	8	0	-17	O=C(CSc1ccc(F)cc1)Nc1ccccc1Br
0	-15	-20	1	12	2.3	4	-9	1	-4	2	CCOC(=O)c1c(NC(=O)CSc2nc3ccccc3o2)sc(C)c1C
5	-10	9	36*	-11	-0.4	-7	-1	5	7	7	Cc1onc(-c2ccccc2Cl)c1C(=O)NNC(=O)c1nn(C)cc1Cl
13	17	2	-5	3	-4.2	-6	3	11	-16	5	O=C(O)c1ccc(N2CC3CC(C2)c2cccc(=O)n2C3)c(NC(=S)Nc2ccc(Cl)cc2Cl)c1 (stereo unspecified)
6&12	-4&1	-2&16	12&0	24&19	1.3&-0.4	-1&-13	-9&-18	-1&9	4&1	-7&4	C[C@]12CCC(=O)C[C@@H]1CC[C@@H]1[C@@H]2CC[C@]2(C)[C@@H](C(=O)COC(=O)CCC(=O)O)CC[C@@H]12
7	-10	7	18	12	-1.1	5	-8	-3	-5	10	COc1cccc2cc(C(=O)C3=C(O)C(=O)N(CCN(C)C)C3c3ccc(F)cc3)oc12 (stereo unspecified)
6	18	1	6	11	-0.6	4	-9	6	1	17	Cc1cc(Cl)c(S(=O)(=O)N2CCN(c3ccc(F)cc3)CC2)cc1OCC(=O)NC1CCCCC1
-11	-6	11	5	0	-1.6	2	1	1	-5	0	CCc1n[nH]c(=S)n1/N=C/c1ccccn1
14	-14	-19	7	-10	3.2	-2	-6	-1	-8	-22	Cn1cc(S(=O)(=O)CC(=O)Nc2ccc3c(c2)OCO3)c2ccccc21
7	-1	1	7	-18	0.8	-7	6	-7	1	-1	O=C(CCc1cccc(Cl)c1)NC1CCCN(Cc2ccccc2F)C1 (stereo unspecified)
-16	-5	1	1	3	-2.4	-1	-3	4	-9	0	O=C(NNc1ccccc1[N+](=O)[O-])Nc1ccc(F)cc1F
-5	2	11	5	-7	-1.2	-3	-4	6	-7	4	CCc1c(C)nc(SCC(=O)NNC(=O)Cc2ccc(OC)cc2)[nH]c1=O
6	10	-13	10	8	-1.6	-1	-3	1	2	17	CC(C)C(NC(=O)C(c1ccccc1)c1ccccc1)c1nc2ccccc2[nH]1 (stereo unspecified)
3	-7	18	3	15	-1.2	-9	-2	6	-1	8	CSc1cccc(NC(=O)C(C)Sc2ccc(C)cc2)c1 (stereo unspecified)
1	-21	-5	5	-6	-0.6	6	-4	7	2	-10	COc1cccc(NC(=O)CSC(N)=O)c1
1	-39	11	3	-1	-2.9	-5	9	-4	5	5	CC(O)CNCCCOc1cccc(Oc2ccccc2)c1 (stereo unspecified)

Part of the list above in another layout:
Sequence of screens – NCOA2 inhibitor, NCOA1 inh, LRH-1 inv ag, MC4R antag cAMP, COUP-TFII inh, MC4R ag barr, TLR9-MyD88 block, NOD2 RIPK2 PPI, LMP1 NFkB inh, ABHD5 PLIN5 PPI, SRC3 inh
Cn1c(=O)c2c(ncn2CC(=O)OCC(=O)Nc2sccc2C(N)=O)n(C)c1=O
→ 5, -9, 1, 5, -1, -2.1, -5, 1, 3, 1, -1
O=C(NNC(=O)c1ccccc1F)C1=NN(c2ccccc2)C(=O)CC1
→ 12, -19, 1, -3, 1, -2.4, 7, 2, -1, 10, 2
Cc1ccc(N(C(=O)CNC(=O)c2ccco2)C(C(=O)NC2CCCC2)c2cccnc2)c(C)c1 (stereo unspecified)
→ -3, -4, 12, 4, -8, -1.3, 8, -22, 2, -3, -1
CC(O)CNCCCOc1cccc(Oc2ccccc2)c1 (stereo unspecified)
→ 1, -39, 11, 3, -1, -2.9, -5, 9, -4, 5, 5
CSc1cccc(NC(=O)C(C)Sc2ccc(C)cc2)c1 (stereo unspecified)
→ 3, -7, 18, 3, 15, -1.2, -9, -2, 6, -1, 8

Carrying on:
NCOA2 inhibitor	NCOA1 inh	LRH-1 inv ag	MC4R antag cAMP	COUP-TFII inh	MC4R ag barr	TLR9-MyD88 block	NOD2 RIPK2 PPI	LMP1 NFkB inh	ABHD5 PLIN5 PPI	SRC3 inh	molecule
8	-3	-23	19	-17	-0.8	-2	3	1	-4	-6	O=C(O)C(Cc1ccccc1)NS(=O)(=O)c1ccc(Cl)cc1 (stereo unspecified)
-22	-41	-4	13	11	4.1	-2	-5	-1	-6	-33	NNc1nc(Nc2ccccc2)nc(N2CCCCC2)n1
-6	22	3	14	15	-0.7	-6	-12	2	6	-1	COc1cccc(C2c3[nH]c4ccccc4c3C[C@H]3C(=O)N(C4CC4)CC(=O)N23)c1 (stereo partly specified)
14	11	-8	-3	10	-1.1	/	-7	-14	5	8	NS(=O)(=O)c1ccc(N=Cc2c(O)c3ccccc3oc2=O)cc1
-21	-17	11	5	10	-3.0	-4	3	-3	3	-22	O=C(CNC(=O)c1cccc(Br)c1)N/N=C/c1ccc2c(c1)OCO2
11	6	2	21	-10	-1.3	-15	0	2	-5	12	Cc1csc2nc(CN3CCN(CC(=O)N(C)C)CC3)cc(=O)n12
12	-7	-12	-4	7	2.6	8	-11	0	-2	15	CN(C1CCCCC1)S(=O)(=O)c1ccc(NC(=O)Cn2nc(-c3ccc(F)cc3)ccc2=O)cc1
12	-5	6	6	26	-2.0	11	-10	-5	6	1	COc1ccc(OC)c(N2CC(O)(c3ccccc3)[N+]3=C2SCCC3)c1 (stereo unspecified)
-9	-21	-27	0	-1	-1.7	-2	5	-4	-4	4	CN(CCC#N)C(=O)COC(=O)c1ccc(Cl)cc1O
26	-5	8	-1	10	0.9	-5	-7	-3	0	-1	Clc1ccc(CSc2nnc([C@@H]3CCCN3)o2)cc1Cl
11	-21	9	1	-6	-1.9	-9	1	-14	-9	13	Cc1cccc(N=C2CSC(=O)N2)c1
11	-5	-14	3	-8	-0.3	2	-5	-3	-7	1	COC(=O)[C@H]1C[C@@]2(O)CN(S(=O)(=O)c3ccc(C)cc3)C[C@@]2(OC(=O)NCc2ccccc2)C[C@H]1C(=O)OC
